Bioassay records deposited in PubChem by several laboratories.
dFosB activator = activators of delta FosB homodimer, primary screen, biochemical, fluorescence polarization, TAMRA-CDK5 oligo, single point; activation, % at 25 µM; 340,000 compounds, 0.99% hits; purified delta FosB; percent of positive-control signal above neutral wells; AID 493131, 2011;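 active means mean activation above about 17%, with every replicate also reaching it, limit read from the data, passing the limit was not always enough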;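 further: fluorescence polarization rise as delta FosB binds a TAMRA Cdk5 AP-1 oligo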
Target sequence (P13346 whole entry, looked up): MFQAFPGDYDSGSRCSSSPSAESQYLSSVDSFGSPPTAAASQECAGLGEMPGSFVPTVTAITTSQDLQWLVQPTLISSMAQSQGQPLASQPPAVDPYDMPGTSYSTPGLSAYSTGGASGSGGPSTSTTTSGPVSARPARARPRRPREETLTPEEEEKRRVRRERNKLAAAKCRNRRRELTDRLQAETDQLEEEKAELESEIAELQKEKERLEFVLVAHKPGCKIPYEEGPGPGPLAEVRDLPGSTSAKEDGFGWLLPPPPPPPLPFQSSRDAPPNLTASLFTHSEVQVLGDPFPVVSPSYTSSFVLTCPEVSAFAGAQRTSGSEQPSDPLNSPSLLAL
Mot1-301 SUMO = yeast Mot1-301 growth rescue at high temperature, primary screen, SUMOylation pathway inhibitor project, S. cerevisiae, ATP luminescence, 38.5C; growth rescue, % at 18.8 µM; S. cerevisiae Mot1-301 growth rescue; percent above DMSO median, 100 means doubled; 320,000 compounds, 1% hits; AID 2716, 2010;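 active means every valid replicate shows activation above 250% relative to neutral control wells; inactive means the rest, any valid replicate at or below 250%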;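 further: OY570 slx delta 5 strain wells were the positive control but not used for scaling; some compounds called inactive have numbers as strong as hits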
cardiac RTF act = cardiac RTF calcium sensitivity activators, primary screen, biochemical, IANBD-TnC fluorescence, EC20 calcium; AID 493008, 2010; activation, % at 7.2 µM; IANBD-labeled TnC RTF fluorescence at EC20 calcium; 0% EC20 calcium, 100% full calcium; 340,000 compounds, 0.24% hits; Troponin I, cardiac muscle (Homo sapiens) + Troponin T, cardiac muscle (Homo sapiens) + …;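 active means activation above the mean over all tested compounds plus 3 SD, cut at about 30% in these data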;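 further: rise in fluorescence read as greater calcium sensitivity of cardiac thin filaments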
Keap1 Nrf2 FP = Keap1-Nrf2 protein-protein interaction inhibitors, primary screen, biochemical, fluorescence polarization, single point; Kelch-like ECH-associated protein 1 (Homo sapiens), Q14145; Keap1 Kelch-Nrf2 peptide fluorescence polarization, 1536-well; inhibition, % at 9.4 µM; 340,000 compounds, 0.15% hits; AID 504523, 2011; in the data active means inhibition above about 12%;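 further: human Keap1 Kelch domain with fluorescein labeled Nrf2 9mer peptide probe; 0% = neutral control wells and 100% = peptide positive control; higher means more block of Keap1 binding to Nrf2 peptide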
Target sequence (Q14145 whole entry, looked up, the tested form may be a part): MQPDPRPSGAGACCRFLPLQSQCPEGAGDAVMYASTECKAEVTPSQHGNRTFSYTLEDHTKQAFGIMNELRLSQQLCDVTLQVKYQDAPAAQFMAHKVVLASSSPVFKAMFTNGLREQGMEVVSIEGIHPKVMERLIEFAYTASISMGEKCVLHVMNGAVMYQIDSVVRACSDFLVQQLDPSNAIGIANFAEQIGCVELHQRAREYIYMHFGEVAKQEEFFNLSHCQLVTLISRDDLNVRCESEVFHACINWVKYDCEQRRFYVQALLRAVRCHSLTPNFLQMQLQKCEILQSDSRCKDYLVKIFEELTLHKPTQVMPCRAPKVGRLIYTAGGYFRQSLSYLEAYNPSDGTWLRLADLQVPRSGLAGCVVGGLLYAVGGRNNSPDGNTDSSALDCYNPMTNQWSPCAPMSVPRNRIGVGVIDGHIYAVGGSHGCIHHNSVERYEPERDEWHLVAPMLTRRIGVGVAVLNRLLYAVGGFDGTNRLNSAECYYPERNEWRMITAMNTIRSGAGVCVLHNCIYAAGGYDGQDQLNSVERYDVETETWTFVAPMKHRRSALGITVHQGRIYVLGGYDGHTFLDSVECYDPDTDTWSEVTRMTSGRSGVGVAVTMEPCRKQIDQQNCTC
PvdQ inh = P. aeruginosa PvdQ acylase inhibitors, primary screen, biochemical, fluorescence, plate reader and imaging, single point. PvdQ acylase [Pseudomonas aeruginosa LESB58]. purified PvdQ acylase. inhibition, % at 10 µM. 340,000 compounds, 0.063% hits; in the data active means inhibition above about 30%, passing the limit was not always enough;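 further: 0% = vehicle neutral wells and 100% = reference inhibitor wells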
NSD2 inh = NSD2 histone methyltransferase inhibitors, primary screen, biochemical, AlphaScreen, single concentration, set 2 | NSD2 peptide methylation, 120 min | inhibition, % at 12.5 µM | 310,000 compounds, 0.54% hits; in the data active means inhibition above about 50%
CDK5 p35 inh = inhibitors of human CDK5/p35 kinase, primary screen, biochemical, single concentration | Cyclin-dependent kinase 5 (Homo sapiens) + Cyclin-dependent kinase 5 activator 1 (Homo … | Recombinant CDK5/p35, ADP-Glo luminescence, 60 min | inhibition, % at 10 µM | 330,000 compounds, 0.01% hits | AID 488839, 2010;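 active means highest replicate inhibition of at least 50% and at least 75% of replicates reaching 50%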;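 further: plate controls were DMSO neutral control for no effect and GW8510 at 10 µM for full effect; many of its hits are not listed in these tables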
PfHsp90 set2 = growth inhibition of PfHsp90-expressing yeast, primary screen, antimalarial PfHsp90 inhibitor project, S. cerevisiae, BacTiter-Glo luminescence, single point, set 2. 310,000 compounds, 0.32% hits. inhibition, % at 9.4 µM. BacTiter-Glo ATP, 48 h; yeast lacking PDR1 and PDR3 efflux regulators;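 active means every replicate shows inhibition above about 80%, whatever the replicate mean, limit read from the data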;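 further: 0% = DMSO neutral controls and 100% = 20 µM radicicol positive controls; yeast relying on Plasmodium falciparum Hsp90 in place of its own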
LANA DNA inh = inhibitors of KSHV C-LANA binding to DNA, primary screen, biochemical, fluorescence polarization, FAM-LBS DNA, MBP-C-LANA, single point. inhibition, % at 9 µM. 340,000 compounds, 0.078% hits;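 active means highest replicate inhibition at or above 60% at 9 µM, even if other replicates fall short; inactive means all replicates below 60% inhibition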;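 further: 0% = neutral control wells and 100% = 4 µM acridine orange control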
Rtt109 Vps75 = inhibitors of C. albicans Rtt109/Vps75 HAT, primary screen, biochemical, ThioGlo CoA-SH fluorescence, plate reader | AID 540336, 2011 | purified Rtt109/Vps75, 4 h | 330,000 compounds, 0.16% hits | inhibition, % at 34.9 µM | Histone acetyltransferase RTT109 (Candida albicans (strain SC5314 / ATCC MYA-2876)), …;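 active means inhibition of at least 50% in every replicate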
RTF Ca sens inh = cardiac RTF calcium sensitivity inhibitors, primary screen, biochemical, IANBD-TnC fluorescence, EC70 calcium; Troponin I, cardiac muscle (Homo sapiens) + Troponin T, cardiac muscle (Homo sapiens) + …; IANBD-labeled cardiac RTF, Ca2+ fluorescence; inhibition, % at 7.15 µM; 340,000 compounds, 0.12% hits; AID 493244, 2011;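 active means inhibition above the mean inhibition of all tested compounds plus 3 SD, cut at about 17% in these data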;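 further: assay run at fixed EC70 calcium of 1.6 mM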
Numbers without * were called inactive; i = inactive; . = not tested or not shown.

SMILES | dFosB activator | Mot1-301 SUMO | cardiac RTF act | Keap1 Nrf2 FP | PvdQ inh | NSD2 inh | CDK5 p35 inh | PfHsp90 set2 | LANA DNA inh | Rtt109 Vps75 | RTF Ca sens inh
COC(=O)c1cc2ccsc2n1CC(=O)N(C)C1CCCCC1 | -10 | 4 | -5 | -5 | -11 | -3 | -0.5 | 14 | -1.0 | -4 | -6
COc1ccc(-c2nc(NC(=O)C3CC(=O)N(c4ccc5c(c4)OCCO5)C3)sc2C)cc1 (centres undefined) | -4 | -12 | -1 | -7 | -21 | -5 | -3.6 | 11 | 0.2 | -10 | -5
COc1ccc(NC(=O)CSc2nc3ccccc3c(=O)[nH]2)cc1S(N)(=O)=O | -10 | 0 | -4 | -6 | 14 | 0 | 1.1 | 9 | 1.0 | 10 | 2
O=C(NCCN1CCN(c2ccccc2)CC1)c1cccn2c(=O)c3cc(Cl)ccc3nc12 | 1 | -8 | -2 | -2 | 9 | -2 | 3.0 | -19 | -1.2 | 11 | -5
CN1CCC(N(C)C(=O)c2cc(-c3ccc(F)cc3)nc3ccccc23)CC1 | 1 | 19 | -4 | 7 | -2 | 11 | -0.5 | -9 | -1.8 | -1 | -1
O=C(O)CN1C(=O)S/C(=C\c2cccnc2)C1=O | -1 | -4 | 2 | -1 | -6 | . | -0.7 | -14 | -0.9 | -4 | -5
COc1ccccc1NS(=O)(=O)c1cc([N+](=O)[O-])ccc1N/N=C/c1c(C)[nH]c2ccccc12 | 6 | -4 | 17 | -4 | -22 | 2 | -2.6 | 10 | 1.7 | -12 | -27
CCN1CCN(C(=O)c2ccc3c(=O)n(CCc4ccccc4)c(=O)[nH]c3c2)CC1 | -10 | -16 | -5 | 0 | -9 | . | -0.1 | -4 | 0.8 | 7 | -14
O=C(Cn1c(SCc2ccccc2)nc2ccccc21)N1CCOCC1 | -1 | -4 | 7 | 3 | -3 | -10 | . | -27 | 0.3 | -4 | -2
O=C(/C=C/c1cc[n+](CC(=O)c2ccc3cccc4c3c2CC4)cc1)c1ccc2cccc3c2c1CC3 | 147* | 31 | -23 | 7 | -7 | . | 1.5 | 0 | -2.0 | -2 | 17*
CN(C)C(/C=C/Nc1ccc(C#N)cc1)=C(C#N)C#N | -1 | 8 | -4 | -6 | -5 | 2 | 0.9 | 7 | -0.6 | -4 | 1
c1ccc(-c2ccc(Oc3cc(N4CCOCC4)nc(-c4ccccc4)n3)cc2)cc1 | 2 | 2 | -2 | -1 | -7 | 0 | 0.1 | -59 | 0.0 | -5 | -4
N#Cc1ccc(C(=O)Nc2cccc3cccnc23)c(F)c1 | 16 | -6 | -5 | -2 | -9 | -2 | 0.1 | 0 | -0.3 | 4 | -6
CC(C)COC(=O)C1C2C=CC3(CN(C(C)c4ccc(Br)cc4)C(=O)C13)O2 (centres undefined) | -1 | -9 | -11 | 1 | -8 | . | 2.3 | -32 | -0.8 | -3 | 3
COc1ccc(N2Cc3ccccc3C2=O)cc1 | -4 | -5 | 5 | -3 | 10 | -2 | 6.5 | -7 | 0.9 | -4 | -13
Cc1ccc(S(=O)(=O)N2CCOC2CNC(=O)C(=O)NCc2cccnc2)cc1 (centres undefined) | 0 | 7 | 4 | 1 | -15 | . | -2.3 | 23 | 1.0 | 0 | -2
COc1cccc(-c2cc(C(=O)Nc3cccnc3)no2)c1 | -10 | i | 14 | -1 | -10 | 8 | 0.7 | . | 1.8 | 2 | -20
COc1cc2cnc(-c3ccccc3)c(-c3cccc(C(F)(F)F)c3)c2cc1OC | -3 | -13 | 3 | -5 | -30 | . | -2.1 | -37 | 0.0 | 3 | -2
O=C(C1CCN(S(=O)(=O)c2cccc3cccnc23)CC1)N1CCCCC1 | 1 | -5 | -6 | -1 | -17 | . | -3.7 | -19 | 1.3 | 1 | -14
CN(Cc1ccc(Cl)cc1Cl)C(=O)CNC(=O)c1ccc2c(c1)OCO2 | -4 | 2 | -3 | 3 | -5 | -1 | 0.2 | 6 | -0.6 | 3 | -3
CN(C)S(=O)(=O)c1ccc(-c2csc(N/N=C/c3ccc(O)cc3)n2)cc1 | -6 | 7 | 4 | 3 | -2 | -6 | -0.8 | 10 | -1.7 | 10 | 1
O=C(Nc1ncn[nH]1)c1cc([N+](=O)[O-])ccc1Cl | 0 | -8 | -1 | -4 | -19 | 5 | -0.4 | -23 | -1.5 | -2 | -1
O=C(CSc1nccn1-c1ncc(C(F)(F)F)cc1Cl)c1ccc(Br)cc1 | 9 | -7 | 1 | -4 | -4 | . | -0.2 | 12 | -2.9 | 7 | -16
O=C(OCC(=O)N1CCCC1)c1cc(F)c(F)cc1Cl | -3 | -3 | -1 | 0 | -12 | -3 | 0.7 | 17 | 1.5 | -13 | -18
Cn1cc(C(=O)N2CCc3ccccc32)cn1 | -5 | -17 | 7 | -4 | -9 | 0 | -1.1 | 15 | 0.6 | -5 | -9

Continued.
SMILES | dFosB activator | Mot1-301 SUMO | cardiac RTF act | Keap1 Nrf2 FP | PvdQ inh | NSD2 inh | CDK5 p35 inh | PfHsp90 set2 | LANA DNA inh | Rtt109 Vps75 | RTF Ca sens inh
Cc1nc(C)c(-c2nnc(-c3ccccc3Cl)o2)cc1C(=O)NN | -18 | 131 | 0 | -5 | -15 | -1 | 0.2 | -28 | 3.1 | -6 | -15
COc1ccc(OC)c(NC(=O)NCc2cccnc2)c1 | -2 | 291 | -8 | -4 | 4 | 0 | 0.9 | 0 | -0.2 | 2 | -6
CC(=O)Nc1ccc(NC(=O)CSc2nnc3c4ccccc4n(C)c3n2)cc1 | 2 | -6 | 6 | -2 | -2 | 0 | -1.1 | -2 | 0.2 | . | -4
Cc1c(-c2ccco2)[n+](=O)c2c(n1[O-])CCC2 | -7 | -16 | 2 | -5 | -11 | -2 | -0.6 | 10 | 1.1 | 8 | -14
Cc1cc(C(=O)C(C)Sc2cccc[n+]2[O-])c(C)n1-c1ccc(Cl)cc1 (centres undefined) | -7 | 53 | 4 | -1 | -15 | 7 | 2.8 | 16 | 7.5 | 7 | 0
COc1ccc(/C=C(\C#N)C(=O)NC(C)c2ccccc2)cc1O (centres undefined) | -4 | 78 | 0 | -5 | -2 | 6 | -0.3 | -2 | -1.6 | 10 | -20
COC(=O)CC1COc2ccccc2N1C(=O)c1cc(OC)c(OC)c(OC)c1 (centres undefined) | -4 | -1 | -8 | -5 | 11 | 0 | 0.2 | 4 | -0.9 | 4 | -2
C/C(=N\NC(=O)c1ccc(C)cc1)c1c(C)[nH]n(-c2ccccc2)c1=O | -1 | 1 | -10 | -1 | -7 | -3 | 0.3 | 4 | 1.5 | -4 | 2
CC(=O)c1cccc(N(C(=O)Cn2nnc3ccccc32)C(C(=O)NCC2CCCO2)c2ccc(N3CCOCC3)cc2)c1 (centres undefined) | -3 | 3 | -2 | -3 | -5 | -6 | 3.3 | . | -1.2 | -3 | 2
O=C(Cc1c(O)c2ccccc2[nH]c1=O)NCc1ccccc1 | 3 | -7 | -6 | -5 | -8 | -3 | -3.3 | 1 | 0.3 | -2 | 4
CC(C)Cc1ccc(CN2CCCC(NC(=O)c3nn(C)c(=O)c4ccccc34)C2)cc1 (centres undefined) | -8 | . | 2 | -9 | -2 | 1 | -4.5 | 3 | -0.7 | -5 | -6
Cc1cc(N2CCN(c3ccccc3)CC2)nc(N2CCOCC2)n1 | 6 | 266 | -4 | 3 | 14 | 2 | 1.3 | -22 | -0.6 | 6 | 1
CCOC(=O)C1(C)NC(c2ccc(OC)cc2OC)C2C(=O)N(CC)C(=O)C21 (centres undefined) | -4 | -2 | 15 | -6 | -7 | -1 | -2.7 | 42 | 0.7 | -18 | -3
Cc1ccsc1/C=N/n1c(-c2ccco2)n[nH]c1=S | -8 | 4 | 0 | 1 | -4 | 3 | -1.5 | 2 | 0.8 | -8 | -6
COc1ccc(Cl)cc1C(=O)NNC(=S)NC1CCCC1 | -5 | -11 | -1 | -1 | -14 | 0 | 0.2 | -16 | -0.7 | -10 | -3
CCOc1ccc(CC(=O)NC2CC(C)(C)N(C)C(C)(C)C2)cc1OCC | 0 | 130 | 3 | -1 | -15 | -2 | 1.0 | 11 | -4.6 | -4 | -6
CC(C)C[C@H](NC(=O)C1CCN(C(=O)[C@H](Cc2ccccc2)NC(=O)OC(C)(C)C)CC1)C(=O)O | -7 | -11 | -2 | 0 | -11 | -2 | -0.4 | 7 | -2.8 | -24 | -2
Cc1ccccc1N1CCN(c2ncnc3c2cnn3Cc2ccc(Cl)cc2)CC1 | -1 | 20 | 6 | 0 | -11 | -1 | 0.8 | -10 | -1.0 | -6 | -4
COc1ccc(/C=N/OCC(=O)NCC(C)C)c(OC)c1 | 6 | -28 | -6 | 0 | -2 | -3 | -1.5 | 4 | -2.6 | -4 | 5
CC(C)c1nc2n[nH]c(N)c2c2c1CCC2 | -9 | 408* | -5 | -3 | -10 | 1 | -1.9 | 0 | 0.4 | -2 | 2
CC(C)C(=O)Nc1ccc(C(=O)NNC(=O)CCc2ccccc2)cc1 | -2 | 166 | 1 | -2 | 2 | -2 | -0.4 | -2 | 3.0 | 3 | 1
CCCCCCCNC(=O)C1(CC2CC(c3cccc(Br)c3)=NO2)CCN(C(=O)C2(C)CC2)CC1 (centres undefined) | -15 | 9 | -1 | -1 | -5 | . | -0.3 | -90 | -0.1 | 15 | -2
O=C1C(Cl)=C(N2CCOCC2)C(=O)N1CCc1ccccc1 | 2 | -12 | 0 | -6 | -17 | 3 | 1.7 | -8 | 3.5 | -4 | -4
O=C(COc1ccc(S(=O)(=O)NC2CCCCC2)cc1Cl)Nc1ccc2c(c1)OCO2 | -5 | -9 | 3 | 4 | -8 | 4 | -0.6 | -5 | 0.3 | 20 | -2

Three of the entries above in order of their number in RTF Ca sens inh, falling:
| mol | RTF Ca sens inh |
| --- | --- |
| O=C(Cn1c(SCc2ccccc2)nc2ccccc21)N1CCOCC1 | -2 |
| c1ccc(-c2ccc(Oc3cc(N4CCOCC4)nc(-c4ccccc4)n3)cc2)cc1 | -4 |
| O=C(O)CN1C(=O)S/C(=C\c2cccnc2)C1=O | -5 |

Outcome played no part in choosing rows. About 3.2% of those tested had a hit in this group.
